Assay outcomes from PubChem BioAssay.
MC4R barr agon = activates human MC4R beta-arrestin recruitment | 360,000 compounds, 0.98% hits | U2OS MC4R beta-arrestin complementation, luminescence; percent of melanotan II response, DMSO zero | activation, % at 8.9 µM;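 active = activation above a per-plate cutoff, the mean activation of sample wells on that plate plus 3 SD, cut at about 8% in these data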
Target sequence (P32245 whole entry, looked up): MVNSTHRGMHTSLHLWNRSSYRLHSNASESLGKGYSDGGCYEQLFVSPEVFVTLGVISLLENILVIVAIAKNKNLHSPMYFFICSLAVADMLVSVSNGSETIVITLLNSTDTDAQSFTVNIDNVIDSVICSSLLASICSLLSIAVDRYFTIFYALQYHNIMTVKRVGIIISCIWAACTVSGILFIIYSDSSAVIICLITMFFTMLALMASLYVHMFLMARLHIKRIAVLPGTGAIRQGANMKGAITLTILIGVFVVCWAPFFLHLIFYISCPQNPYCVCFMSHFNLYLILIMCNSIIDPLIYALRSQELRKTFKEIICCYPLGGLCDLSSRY
TLR9-MyD88 inh = blocks human TLR9 binding to MyD88; CHO BLA complementation TLR9-MyD88, CCF4 FRET ratio; 340,000 compounds, 0.21% hits; Q9NR96+Q99836; inhibition, % at 4.98 µM;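 active = inhibition above the mean over all tested compounds plus 3 SD, cut at about 21% in these data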;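 also: 0% = DMSO only wells and 100% = clavulanate BLA inhibitor control wells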
Vif imaging = inhibitors of HIV Vif | inhibition, % at 7.49 µM | HEK293T cells, Vif self-association by quenched fluorescence, imaging, 24 h | AID 602346 | 340,000 compounds, 0.35% hits; in the data active = inhibition above about 50%, passing the limit was not always enough; inconclusive = no clear call, values can overlap the other calls; inactive = below about 31%; also: some results filed as inactive read as strong as hits
Granule exo inh = lytic granule exocytosis inhibition; TALL-104 LAMP-1 surface exposure, flow cytometry; cells stimulated with thapsigargin and PMA; 360,000 compounds, 0.66% hits; inhibition, % at 10 µM; AID 651702;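 active = inhibition above about 55%, limit read from the data; inconclusive = no clear call, values can overlap the other calls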
MC4R antag cAMP = antagonists of human melanocortin 4 receptor (MC4R); P32245; MC4R-expressing cells, MTII-stimulated cAMP, LANCE TR-FRET; inhibition, % at 6.5 µM; 360,000 compounds, 0.48% hits; AID 540295;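 active = inhibition above its plate's cutoff, the mean of tested wells on that plate plus 3 SD, cut at about 29% in these data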;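 also: 0% = Melanotan II alone and 100% = Melanotan II plus saturating MCL0020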
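Material – human MC4R-expressing U2OS cells · Repeats – no replicates · Detection – TR-FRET with Eu-cAMP and labeled anti-cAMP, 671 nm · Times – compound 30 min, challenge 1 h, detection 1 h · Compound – single nominal compound dose of 6.5 µM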
Glyco luc inh = blocks N-linked glycosylation in D54 reporter cells. reporter increase, % at 12.5 µM. 360,000 compounds, 0.23% hits. D54 ERlucT glycosylation luciferase reporter, 24 h; percent of 100 nM tunicamycin response;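 active = mean luciferase reporter signal, scaled so untreated is 0 and the glycosylation-blocking control 100, at or above a set limit in every replicate; inconclusive = mean reaches the limit but not every replicate does; inactive = mean below the limit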;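 also: luciferase carries N-glycosylation sites so blocking glycosylation raises the light; 0% = median of neutral control wells and 100% = median of 100 nM tunicamycin wells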
NOD2-RIPK2 inh = inhibitors of human NOD2-RIPK2 interaction; O43353; CHO BLA complementation NOD2-RIPK2, CCF4 ratio; inhibition, % at 4.98 µM; 360,000 compounds, 0.38% hits; AID 624267; in the data active = inhibition above about 21%;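 also: 0% = vehicle only and 100% = reference blocker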
Target sequence (O43353 whole entry, looked up): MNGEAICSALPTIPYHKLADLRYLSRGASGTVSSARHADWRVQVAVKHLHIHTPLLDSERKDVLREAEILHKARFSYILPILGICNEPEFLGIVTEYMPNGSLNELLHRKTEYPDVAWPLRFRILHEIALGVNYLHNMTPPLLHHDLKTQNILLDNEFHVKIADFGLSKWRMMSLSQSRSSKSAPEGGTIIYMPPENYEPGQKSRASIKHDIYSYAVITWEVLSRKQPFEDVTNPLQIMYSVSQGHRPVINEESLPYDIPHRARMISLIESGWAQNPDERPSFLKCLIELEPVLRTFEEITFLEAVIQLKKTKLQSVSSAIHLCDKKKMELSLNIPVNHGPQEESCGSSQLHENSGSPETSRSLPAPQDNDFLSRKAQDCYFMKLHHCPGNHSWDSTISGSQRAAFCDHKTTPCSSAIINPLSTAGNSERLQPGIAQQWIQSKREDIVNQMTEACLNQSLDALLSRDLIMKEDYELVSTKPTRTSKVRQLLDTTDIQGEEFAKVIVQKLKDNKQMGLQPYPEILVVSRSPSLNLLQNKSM
ABHD5-PLIN5 inh = blocks binding of human ABHD5 to perilipin-5 | Split G. princeps luciferase complementation, luminescence, 4 h | inhibition, % at 4 µM | 360,000 compounds, 0.78% hits;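 active = inhibition above the mean inhibition across every tested compound plus 3 SD, cut at about 22% in these data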;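 also: 0% = DMSO only wells and the 100% control is not disclosed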
aDG glyco up = increases alpha dystroglycan glycosylation; Pro5-aDG cells, alpha-DG glycosylation AlphaScreen (IIH6); 0% Pro5, 100% B10-LARGE cell signal; activation, % at 10 µM; 360,000 compounds, 0.22% hits; AID 624168;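 active = activation of at least 8% versus controls, or a plate z-score of at least 8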;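 also: Pro5 are CHO cells carrying HIG-tagged alpha-DG that lacks glycosylation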
ABCB6 inh MLPCN = human ABCB6 transporter inhibition; Q9NP58; K562-ABCB6 porphyrin accumulation, flow cytometry, 1 h; hits give low values; fluorescence ratio to DMSO, % at 10 µM; 360,000 compounds, 0.19% hits;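 active = fluorescence ratio to DMSO below 75%, the collection mean minus 3 SD; inconclusive = too few cells collected in the well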;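 also: signal is porphyrin accumulated inside mitochondria; 100% equals median channel fluorescence of DMSO control wells; lower ratio means ABCB6 inhibition with less porphyrin fluorescence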
* hit, by the source's call; ? = inconclusive; / = no result given.

MC4R barr agon	TLR9-MyD88 inh	Vif imaging	Granule exo inh	MC4R antag cAMP	Glyco luc inh	NOD2-RIPK2 inh	ABHD5-PLIN5 inh	aDG glyco up	ABCB6 inh MLPCN	mol
3.9	-7	-6	-1	1	-2	-5	-4	-0.1	100	CCOC(=O)c1cc2sc(C)cc2n1C(C)C(=O)OCC (configuration not stated)
-0.8	-1	22	-1	6	3	-6	4	-0.1	104	CCC[N+](CC#Cc1ccccc1)(CCC)CC(=O)OC
-0.3	-4	-5	1	17	5	12	4	0.0	97	COc1ccccc1CNC(=O)c1cc(-c2cccnc2)nc2ccccc12
/	/	/	-4	/	/	-11	-2	0.0	/	CC(=O)Nc1cccc(-c2nc3ccccc3n2C(C)C(=O)NC(C)(C)C)c1 (configuration not stated)
-1.6	1	0	2	-3	2	-8	0	-0.2	95	NC(=O)CSc1nnc(-c2ccccn2)n1Cc1ccco1
0.0	6	-1	4	0	1	-5	0	-0.2	104	COc1ccc(-c2nc(SCC(=O)Nc3cccc(S(N)(=O)=O)c3)n[nH]2)cc1
-0.1	-3	-7	15	1	-1	5	-5	-0.1	104	C[C@@H]1CN([C@H](C)CO)C(=O)CCCn2cc(nn2)CO[C@H]1CN(C)S(=O)(=O)c1cccc(C#N)c1
-1.2	-5	-3	0	0	-4	3	6	-0.5	97	COc1cc(O)c(C(CCN2CCN(c3ccccc3)CC2)c2ccc(N(C)C)cc2)c(OC)c1 (configuration not stated)
-0.2	5	/	0	2	-1	-5	3	-0.4	105	Cc1ccc(/C=N/NC(=O)CNC(=O)c2cccs2)o1
3.6	1	2	8	0	2	-15	-4	-0.1	98	O=S(=O)(Nc1cccc(-c2nnco2)c1)c1ccc(Cl)cc1
-0.8	-12	14	2	5	1	-14	3	-0.3	96	CCS(=O)(=O)c1nc(S(=O)(=O)c2ccc(Cl)cc2)c(NCCCN2CCOCC2)s1
2.9	0	?	-2	1	1	-15	19	0.1	99	CC(=O)/C(N=Nc1ccc(C(=O)O)cc1[N+](=O)[O-])=C(\C)O
-1.9	-1	3	1	-6	2	-13	0	1.0	94	O=S(=O)(CCOc1ccccc1)c1nc2ccccc2[nH]1
-1.9	-11	-2	2	1	0	1	-4	0.0	102	COC(=O)NCC(c1ccco1)N1CCN(c2ccc(OC)cc2)CC1 (configuration not stated)
3.3	15	-2	2	4	3	-7	-38	0.3	104	CCc1nnc(N/N=C/c2c(C)[nH]c3ccccc23)n1N
0.9	0	-7	-4	1	1	3	-2	-0.3	99	O=C(NCc1nc2ccccc2[nH]1)C1=C[C@@H](c2ccc(C(F)(F)F)cc2)C[C@@H](OCCCCO)O1
1.4	-9	2	-2	6	-2	-4	3	1.2	98	COc1cc(CO)ccc1OCC(=O)Nc1ccc(Br)cc1
-1.3	-2	2	17	0	-1	0	-11	0.0	337	CC(=O)OCC1OC(n2c(-c3ccc(Cl)cc3)ccc(C#N)c2=S)C(OC(C)=O)C(OC(C)=O)C1OC(C)=O (configuration not stated)
4.4	-7	-4	-1	3	-4	-6	-20	-0.2	96	Cc1ccc(S(=O)(=O)NCC(c2ccco2)N2CCc3ccccc32)cc1 (configuration not stated)
0.1	/	-4	0	3	-3	-11	7	0.1	91	CCc1nc2c(OCC(=O)c3ccc(Cl)cc3Cl)cccn2c1N(C)C(=O)c1cccs1
-0.1	0	12	-3	-5	0	-8	-1	0.1	98	NC(=S)NN=C1CCSCC1
-0.5	-1	1	-6	-4	1	4	0	-0.1	102	COc1ccc2nc(-c3ccccc3)nc(C3CCCCC3)c2c1
0.8	/	-1	-2	-2	1	4	3	0.4	101	O=C(c1ccccc1-n1cccn1)N1CCc2c([nH]c3ccccc23)C1c1ccccn1 (configuration not stated)
-2.7	3	-1	2	6	0	3	2	-0.5	93	COc1ccccc1Nc1ccncc1[N+](=O)[O-]
-2.1	6	7	1	2	-3	7	9	-0.1	102	Cc1c2cnn(CC(=O)NCCCN3CC(C)CC(C)C3)c(=O)c2c(C)n1Cc1ccccc1Cl (configuration not stated)
0.0	1	-2	11	-1	-3	-5	-5	0.1	93	C/C(=N/NC(=O)CSc1nc2ccccc2s1)c1ccncc1
-1.5	4	-13	17	9	0	-8	-5	-0.1	100	CCOC(=O)CSc1ccc(C(=O)NCCCN2CCOCC2)cc1[N+](=O)[O-]
1.1	-6	-2	-2	-4	-2	7	6	-0.1	103	COc1ccc(C(=O)N/N=C\c2coc3ccc(C)cc3c2=O)cc1
1.5	1	2	-4	4	1	-7	3	0.1	95	Cc1c(CC(=O)NCC(=O)O)c(=O)oc2cc3occ(-c4ccccc4)c3cc12
-0.9	-6	-3	-2	5	-2	-1	-1	-0.1	102	COc1cc(NC(=S)NC(=O)c2ccc(F)cc2)ccc1NC(=O)c1ccco1

In a second layout: entries from further up.
SMILES | MC4R barr agon | TLR9-MyD88 inh | Vif imaging | Granule exo inh | MC4R antag cAMP | Glyco luc inh | NOD2-RIPK2 inh | ABHD5-PLIN5 inh | aDG glyco up | ABCB6 inh MLPCN
CC(=O)OCC1OC(n2c(-c3ccc(Cl)cc3)ccc(C#N)c2=S)C(OC(C)=O)C(OC(C)=O)C1OC(C)=O (configuration not stated) | -1.3 | -2 | 2 | 17 | 0 | -1 | 0 | -11 | 0.0 | 337
Cc1ccc(S(=O)(=O)NCC(c2ccco2)N2CCc3ccccc32)cc1 (configuration not stated) | 4.4 | -7 | -4 | -1 | 3 | -4 | -6 | -20 | -0.2 | 96
CCc1nc2c(OCC(=O)c3ccc(Cl)cc3Cl)cccn2c1N(C)C(=O)c1cccs1 | 0.1 | / | -4 | 0 | 3 | -3 | -11 | 7 | 0.1 | 91
NC(=S)NN=C1CCSCC1 | -0.1 | 0 | 12 | -3 | -5 | 0 | -8 | -1 | 0.1 | 98
COc1ccc2nc(-c3ccccc3)nc(C3CCCCC3)c2c1 | -0.5 | -1 | 1 | -6 | -4 | 1 | 4 | 0 | -0.1 | 102
O=C(c1ccccc1-n1cccn1)N1CCc2c([nH]c3ccccc23)C1c1ccccn1 (configuration not stated) | 0.8 | / | -1 | -2 | -2 | 1 | 4 | 3 | 0.4 | 101
COc1ccccc1Nc1ccncc1[N+](=O)[O-] | -2.7 | 3 | -1 | 2 | 6 | 0 | 3 | 2 | -0.5 | 93
Cc1c2cnn(CC(=O)NCCCN3CC(C)CC(C)C3)c(=O)c2c(C)n1Cc1ccccc1Cl (configuration not stated) | -2.1 | 6 | 7 | 1 | 2 | -3 | 7 | 9 | -0.1 | 102
C/C(=N/NC(=O)CSc1nc2ccccc2s1)c1ccncc1 | 0.0 | 1 | -2 | 11 | -1 | -3 | -5 | -5 | 0.1 | 93
CCOC(=O)CSc1ccc(C(=O)NCCCN2CCOCC2)cc1[N+](=O)[O-] | -1.5 | 4 | -13 | 17 | 9 | 0 | -8 | -5 | -0.1 | 100
COc1ccc(C(=O)N/N=C\c2coc3ccc(C)cc3c2=O)cc1 | 1.1 | -6 | -2 | -2 | -4 | -2 | 7 | 6 | -0.1 | 103

Other structures.
MC4R barr agon	TLR9-MyD88 inh	Vif imaging	Granule exo inh	MC4R antag cAMP	Glyco luc inh	NOD2-RIPK2 inh	ABHD5-PLIN5 inh	aDG glyco up	ABCB6 inh MLPCN	mol
-0.9	-6	5	1	10	2	-9	8	0.0	100	C=CCn1c(=O)c(C(=O)Nc2cccnc2)c(O)c2ccccc21
2.3	4	/	0	5	0	-3	8	0.1	99	CN(C(=O)c1ccno1)c1nnc(-c2ccccn2)s1
0.2	0	7	-4	3	-1	-1	11	0.2	96	CN(CCOc1ccc(F)cc1)Cc1ccccc1
-0.8	10	6	3	-1	0	8	3	-0.2	98	CN(C)c1nc(C#N)nc(N2CCOCC2)n1
1.3	-3	-1	-5	22	2	-12	-5	0.0	96	CCN1C(=O)CCC(C(=O)O)C1c1ccc(OC)cc1 (configuration not stated)
-1.3	-5	3	-1	21	0	-4	5	-0.5	99	COc1cc(S(=O)(=O)N(Cc2cccs2)CC2CCCO2)ccc1-n1cnnn1 (configuration not stated)
-0.6	2	/	-2	1	-2	3	0	0.1	97	COc1cc(CN2CCN(C(C)C)C(CCO)C2)ccc1OCc1ccccc1 (configuration not stated)
-0.4	3	-3	3	3	-1	-4	0	0.0	108	C[C@@H](O)Cc1cn(CC(=O)NCCCCCCCCCCC(=O)N2CCNCC2)nn1
-1.7	1	5	2	3	0	2	-6	-0.2	100	O=C(OCC(=O)N1CCOCC1)c1ccccc1SCC(=O)N1CCCC1
18*	-2	23	0	1	3	4	-4	0.1	103	N#Cc1c(-c2ccco2)cc(C2CC2)nc1SCC(=O)c1ccccc1
-0.9	5	-4	-12	8	-1	-14	9	0.7	97	C[C@@H](C(=O)NCC1CC1)[C@H]1C[C@]1(C)[C@H](NC(=O)OCc1ccccc1)c1ccccc1
-0.4	-6	0	2	0	2	-4	0	-0.3	106	CCOn1c(=O)c(-c2ccc(OC)cc2)[n+]([O-])c2ccccc21
0.1	9	2	-12	5	-1	-2	4	0.0	95	O=C(NCC1CCN(c2ccc(S(=O)(=O)N3CCOCC3)cc2)CC1)Nc1ccccc1
1.4	7	-3	-1	9	0	-8	1	0.2	97	COc1ccccc1CNC(=O)C(C)c1ccc([N+](=O)[O-])cc1 (configuration not stated)
-0.7	-3	-4	16	7	0	-3	9	-0.3	92	CN(C)C1=NC[C@H](Cc2ccccc2)N1CC1CCCCC1
0.7	6	-6	0	5	0	7	3	0.5	96	O=S(=O)(NCC(c1cccnc1)N1CCN(c2ccc(F)cc2)CC1)c1cccs1 (configuration not stated)
-0.8	-2	-3	-4	3	0	-6	4	0.3	99	CCCCNC(=O)c1ccc(SCC(=O)N(CC)CC)c([N+](=O)[O-])c1
5.4	-8	2	69*	3	-4	8	11	5.8*	105	CCOC(=O)c1ccc(NC(=O)COc2ccccc2CNCCc2ccccc2)cc1
-2.7	2	-3	-3	-5	-2	3	-1	-0.2	99	COc1ccccc1/C=C/C=N/NC(=O)Cc1cccs1
-0.7	-9	2	2	-4	-5	2	3	0.4	102	COc1ccc(OC)c(C(=O)CSc2nnc(Cc3cccs3)n2CCc2ccccc2)c1
-0.9	0	0	0	7	2	1	-1	-0.1	99	Cc1c(N)cccc1Cl
-1.4	6	3	2	13	2	2	-3	-0.1	97	CCCCc1ccc(S(=O)(=O)NNC(=S)NCc2ccco2)cc1
1.6	-3	-2	-1	20	-3	-5	-1	0.3	101	O=C(NCC(=O)N1CCN(S(=O)(=O)c2ccccc2F)CC1)c1ccc2ccccc2c1
1.8	-8	23	-2	2	1	3	3	0.4	97	C=CCOC(=O)C1=C(C)NC(=O)NC1c1ccc2c(c1)OCO2 (configuration not stated)
-1.4	5	-4	-2	0	1	-5	4	-0.1	97	COc1ccccc1-c1nc2ccccc2c(=O)n1NC(=O)c1cccs1

This is a subset; count on the stated rates, not on these rows.
